# CYP2C19 activ: increases human CYP2C19 enzyme activity; activation factor at 5 µM; 96,000 tested, under 10 active; AID 1025; recombinant CYP2C19, luciferin-H EGE luminescence; stronger effect = higher value; 0 = fully inhibited enzyme, 1 = untreated enzyme; P33261;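 active = activation factor of at least 2 at 5 µM in the primary screen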;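 also: 0 = wells with 2.5 mM tranylcypromine and 1 = vehicle-only wells; values of inactives mirror those of a sister screen read the other way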
# Plk1 PBD FP: Plk1 (human) PBD binding inhibition; P53350; Plk1 PBD phosphopeptide binding, fluorescence polarization; inhibition, %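 (tested at about 20 µM)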; 97,000 compounds, 0.13% hits; in the data active = inhibition above about 34%, passing the limit was not always enough
# Target sequence (P53350 whole entry, looked up): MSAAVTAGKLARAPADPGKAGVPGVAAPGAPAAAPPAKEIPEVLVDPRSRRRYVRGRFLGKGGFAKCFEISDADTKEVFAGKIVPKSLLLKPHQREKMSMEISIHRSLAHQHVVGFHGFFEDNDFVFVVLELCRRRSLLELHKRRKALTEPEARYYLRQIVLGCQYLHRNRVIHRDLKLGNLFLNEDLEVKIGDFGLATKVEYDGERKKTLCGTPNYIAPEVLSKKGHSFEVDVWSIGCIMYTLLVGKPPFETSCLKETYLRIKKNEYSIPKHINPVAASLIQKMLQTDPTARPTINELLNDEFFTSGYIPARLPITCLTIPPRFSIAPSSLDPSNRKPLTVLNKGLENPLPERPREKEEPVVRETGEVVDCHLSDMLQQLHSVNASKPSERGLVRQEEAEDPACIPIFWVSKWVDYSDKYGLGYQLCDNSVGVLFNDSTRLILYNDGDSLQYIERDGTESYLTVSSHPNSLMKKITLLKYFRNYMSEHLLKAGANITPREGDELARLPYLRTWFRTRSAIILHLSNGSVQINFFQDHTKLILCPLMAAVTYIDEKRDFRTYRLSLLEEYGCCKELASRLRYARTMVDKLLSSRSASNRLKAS
# Rev-RRE block: HIV Rev-RRE protein-RNA interaction inhibition; inhibition, % at 8 µM; AID 704; 97,000 compounds, 0.79% hits; Rev peptide-RRE RNA binding, FRET;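 active = inhibition above the screen-wide mean plus 3 SD, cut at about 35% in these data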;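 also: 0% = median DMSO wells and 100% = median Neomycin B control wells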
# Target sequence (P05866 whole entry, looked up): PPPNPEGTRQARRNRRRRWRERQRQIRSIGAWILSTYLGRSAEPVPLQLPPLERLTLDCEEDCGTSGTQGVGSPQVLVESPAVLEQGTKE
#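 System: Cy5-labelled duplex RRE RNA binding fluorescein-labelled HIV Rev peptide; Signal: fluorescein-to-Cy5 FRET, 480 nm excitation; Also added: labelled Rev peptide; Compound: one concentration, 8 µM nominal; Buffer or medium: HEPES pH 7.5 salt buffer with EDTA; Read-out: % inhibition of FRET ratio versus controls; Schedule: 5 min preincubation and 15 min binding, 25 °C.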
# EphB4 ephrin blk: antagonists of human EphB4-ephrin-B2 interaction. P54760. EphB4 LBD / TNYL-RAW-Alexa532 peptide, fluorescence polarization. 97,000 compounds, 0.15% hits. inhibition, % at 7 µM;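 active = inhibition above the screen-wide mean inhibition plus 3 SD, cut at about 15% in these data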;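 also: 0% = DMSO wells and 100% = excess unlabeled TNYL-RAW peptide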
# CYP2C19 inhib: blocks human cytochrome P450 2C19; AID 778; inhibition, % at 5 µM; CYP2C19 Supersomes, luciferin-H EGE luminescence, 30 min; P33261; 96,000 compounds, 21% hits;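 active = CYP2C19 inhibition above a set limit at 5 µM in the primary screen, cut at about 50% in these data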;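 also: plate controls were negative control wells for no effect and 2.5 mM tranylcypromine positive control for full effect; values of inactives mirror those of a sister screen read the other way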
# PLAP act: activators of human placental alkaline phosphatase; activation fold at 20 µM; AID 696; P05187; 96,000 compounds, 1.2% hits; purified PLAP enzyme, luminescent substrate read-out; stronger effect = higher value; in the data active = activation fold above about 2
# CYP2C9 act: activators of human CYP2C9; 96,000 compounds, 1.4% hits; recombinant CYP2C9, luciferin-H conversion, luminescence; stronger effect = higher value; factor 1 = untreated enzyme, 0 = blocked; activation factor at 5 µM;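 active = activation factor of 2 or more for CYP2C9 at a 5 µM dose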;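 also: 0 = sulfaphenazole-blocked wells and 1 = vehicle-only wells; values of inactives mirror those of a sister screen read the other way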
# PLK1 inh: PLK1 (human) kinase inhibition; 97,000 compounds, 0.53% hits; inhibition, % at 10 µM; recombinant PLK1 kinase, TR-FRET peptide phosphorylation; P53350;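 active = inhibition of 50% or more in the single-concentration screen; inactive = inhibition below 50%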;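 also: 0% = DMSO max control and 100% = H-89 dihydrochloride min control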
# CYP2C9 inh: inhibitors of human CYP2C9; AID 777; CYP2C9 Supersomes, luciferin-H conversion, luminescence; 96,000 compounds, 20% hits; inhibition, % at 5 µM;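 active = blocking of liver enzyme CYP2C9 beyond about 50% at 5 µM, limit read from the data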; also: values of inactives mirror those of a sister screen read the other way
# The depositor's hits bear a star; . = no result given.
SMILES,CYP2C19 activ,Plk1 PBD FP,Rev-RRE block,EphB4 ephrin blk,CYP2C19 inhib,PLAP act,CYP2C9 act,PLK1 inh,CYP2C9 inh
CC1CCN(C(=O)CN2C(=O)C(C)(C)Oc3ccc(C(=O)NC4CCCC4)cc32)CC1,0.9,12.1,-1.9,-2.4,14.0,1.5,0.5,-5.5,49.1
CCC(C)[C@H](NC(=O)NCC1CCCO1)C(=O)OC (stereo partly specified),1.1,-7.4,-0.1,-3.6,-14.3,1.1,1.1,-11.7,-12.4
CSc1nncc(/C(C)=N\Nc2ccccc2)n1,0.8,5.2,2.0,2.4,15.4,0.9,0.7,-3.5,25.6
COc1ccc(NCc2cc3ccccc3[nH]c2=O)cc1,0.2,-5.3,3.6,-1.2,81.6*,1.1,0.7,5.1,28.8
COc1ccccc1CNC(=O)C1CCCN1S(=O)(=O)c1cccc2cccnc12 (stereo unspecified),0.2,9.7,1.4,-0.4,82.7*,1.4,0.9,-14.3,10.8
CCOc1cc(C(=O)Nc2cc(C)on2)cc(OCC)c1OCC,1,28.9,-0.1,1.7,2.5,0.9,1,-11.1,2.2
COc1ccc(N2CCN(Cc3cc(=O)oc4ccc(Cl)cc34)CC2)cc1,1,24.0,4.6,-5.0,0.3,0.9,1,-21.1,-0.1
CCn1c(SCC(=O)NNC(=O)Cc2ccccc2)nnc1-c1ccccc1,1,4.5,5.7,-7.0,1.0,2.4*,1,-4.4,-1.5
COc1ccc(N2CCN(S(=O)(=O)Cc3ccccc3)CC2)cc1,1.3,-2.5,6.3,-2.5,-29.5,0.9,1.2,-9.0,-16.8
Cc1cccc2cc(COC(=O)C3CCCCC3)c(=O)[nH]c12,0.9,10.8,0.5,-1.1,9.9,1.1,1,-11.5,-2.5
Cc1cccc(CSc2nnc(N)n2-c2ccccc2)c1,.,-7.5,8.1,4.0,.,.,.,-7.1,.
O=[N+]([O-])c1cc(S(=O)(=O)Nc2ccccc2)ccc1-n1nnc2ccccc21,0.5,3.3,3.4,-4.0,50.7*,1.1,0.3,-6.3,72.0*
CC1CCCCN1C(=O)CSc1nc2cc3c(cc2c(=O)n1Cc1ccc2c(c1)OCO2)OCO3 (stereo unspecified),0.5,.,.,.,48.7,0.8,0.5,.,51.5*
O=C(O)c1ccccc1C(=O)Nc1nccs1,1.1,1.8,4.5,-2.1,-5.0,1,1.1,-0.6,-9.7
Cc1ccc(-n2c(N)c(C(=O)N3CCN(C)CC3)sc2=S)cc1,1,-5.1,4.9,9.2,-4.7,1,1,-2.3,3.0
CCc1c(C)nc(N2CCN(Cc3ccccc3)CC2)[nH]c1=O,1,-8.1,-2.3,-4.4,2.4,1.1,0.9,-4.4,10.1
Cc1cccc(-n2ncc3c(NCCN4CCOCC4)ncnc32)c1,.,15.2,2.8,-5.3,.,.,.,-8.2,.
CC(C)NC(=S)NNC(=O)C12CC3CC(CC(C3)C1)C2,0.9,3.1,4.2,4.3,6.4,1.7,1.1,-3.3,-7.2
COCc1cc(C)nc(SCC(=O)Nc2ccc3c(c2)OCO3)c1C#N,0.2,-8.6,1.0,-3.9,75.7*,0.8,0.8,-17.1,22.0
CCOc1ccc(NC(=O)CN2CCN(CC(=O)c3ccc(OC)c(OC)c3)CC2)cc1,0.9,.,.,.,10.6,1.5,0.9,.,10.4
Cc1ccc2c(c1)CCCN2C(=O)Nc1ccc2c(c1)OCO2,0.7,-7.0,-3.1,-5.9,28.9,1,0.6,-9.9,38.1
CCOC(=O)CSc1nnc(CNC(=O)c2cccs2)n1Cc1ccccc1,0.7,-23.7,5.1,4.1,27.1,1,0.8,-1.7,20.4
CC(C)(C)n1nnnc1C(c1cccs1)N1CCN(Cc2ccc3c(c2)OCO3)CC1 (stereo unspecified),0.5,-3.6,-1.6,-0.5,52.7*,1.7,0.6,0.6,38.3
Cc1sc2ncn(CCn3cnc4sc(C)c(C)c4c3=O)c(=O)c2c1C,0.1,0.3,2.0,7.0,86.3*,1.2,0.3,-7.0,74.5*
Cc1nc(-c2ccc(S(=O)(=O)N3CCCCCC3)cc2)cs1,0.8,-6.4,0.2,0.3,18.3,1.1,0.8,-5.3,23.0
CCn1c(CSc2nc3ccccc3s2)nnc1SCC(=O)c1ccc(O)c(O)c1,0.6,17.5,-1.5,0.3,36.9,0.5,0.9,-2.9,14.1
Cc1ccc(NC(=O)CSc2nc3nc(C)cc(C)c3c(=O)[nH]2)cc1,0.9,-24.3,-0.3,2.1,9.6,1.2,0.7,73.0*,34.1
Cc1ccc2nc(N/N=C\c3ccc([N+](=O)[O-])o3)nc(-c3ccccc3)c2c1,0.3,-8.5,57.8*,3.4,72.9*,0.7,0.1,-12.3,86.8*
COc1c(Br)cc(Br)cc1/C=N/n1c(C)nnc1C,0.7,-36.0,6.8,6.2,26.7,1.5,0.8,1.4,24.9
C=C(C)C1Cc2c(C)nn(-c3cc(C)c4ccccc4n3)c2C1 (stereo unspecified),.,-6.1,3.8,-0.4,.,.,.,-7.7,.
O=C(Nn1cnnc1)c1cc2c(s1)CCCCC2,0.3,4.3,7.4,0.6,72.3*,0.9,0.8,-6.6,16.1
O=P(O)(c1ccccc1)c1ccccc1O,1,-7.5,5.1,-1.5,2.5,1.1,0.6,0.9,37.0
COc1ccc(C(=O)NC(=S)NCc2ccccc2)cc1,1,11.5,0.1,-0.1,4.4,0.8,1,-7.0,-3.2
CCCCn1c(NCCC)nc2c1c(=O)[nH]c(=O)n2C,1,-9.6,-3.6,-9.8,0.5,0.9,0.9,-3.3,6.5
COC(=O)c1cn(NC(=O)c2cccc(N(C)C)c2)c(=O)c2ccccc12,0.9,30.0,2.2,6.1,5.8,1,0.7,-6.1,26.7
COc1cccc(CNC(=O)Cn2cc3c(n2)CCCC3)c1,0.3,.,.,.,70.1*,1,1.2,.,-22.4
CC1(C)CC(=O)CC(=NCC(=O)O)C1,0.9,-4.9,2.5,-1.4,7.0,1.1,0.8,-6.8,20.9
COc1ccc(C(=O)COC(=O)CCCn2c(=O)oc3ccccc32)cc1,.,9.6,13.4,5.2,.,.,.,-7.1,.
O=C(O)CCc1ccc(-c2ccc(Cl)cc2)o1,0.9,35.5,3.1,3.4,13.9,1.1,0.8,-3.4,16.3
CC(=O)Nc1ccc(S(=O)(=O)N(C2=NCC(C)S2)c2ccccc2)cc1 (stereo unspecified),.,-4.3,3.8,-3.5,.,.,.,-9.2,.
C[N+]1=C2CCCCCN2C(O)(c2ccccc2)C1 (stereo unspecified),1.2,.,.,.,-15.7,0.9,1.1,.,-8.2
O=C(CSc1nnc(-c2ccco2)o1)c1ccccc1,0.9,3.8,11.0,5.7,5.6,1.1,0.9,-1.0,13.6
COc1ccc(OC)c(NC(=S)N2CCN(C/C=C/c3ccccc3)CC2)c1,0.9,3.7,9.1,5.6,5.9,1.7,1,-7.4,0.9
CCn1c(O)c(C=NCCN2CCOCC2)sc1=S,0.8,9.7,2.8,0.9,21.3,0.9,1,-3.0,-2.0
COc1c(F)c(F)c(C(=O)Nc2ccccc2N2CCN(C(C)=O)CC2)c(F)c1F,0.9,-17.3,0.4,5.0,9.2,1.2,0.9,-10.6,7.3
Cc1cc(NC(=O)c2cncc(Br)c2)n(-c2ccccn2)n1,1,-1.1,7.0,-0.9,4.5,0.8,1.6,-10.6,-58.6
CCO/C(C)=C1\N=C(c2ccc(Cl)cc2)OC1=O,1,-26.6,8.5,5.1,-0.3,1.1,1,-9.5,-0.5
O=C(CSc1ncc(C(F)(F)F)cc1Cl)N1CCN(S(=O)(=O)c2ccccc2)CC1,0.2,7.7,7.4,3.6,81.0*,1.6,1,-6.0,0.4
Cc1ccc(F)c(NC(=O)C2CCCCC2C(=O)O)c1 (stereo unspecified),1,8.9,3.9,2.6,-4.0,1,1,-8.4,-2.4
COC(=O)c1sc(NC(=O)c2oc3ccccc3c2C)nc1C,1.1,-4.1,0.9,-4.2,-9.9,1,1,-9.5,-2.7
COCCN(C(=O)c1csnn1)C(C(=O)NC(C)(C)C)c1cccc(OC)c1 (stereo unspecified),0.9,4.4,2.0,1.7,14.6,1,0.9,-2.0,11.7
O=C(Nc1ccc(N2CCOCC2)cc1N1CCOCC1)c1ccc([N+](=O)[O-])cc1,1,-13.6,0.9,-3.9,-1.5,0.9,1,-8.1,-0.4
O=C(Nc1cccc2ncccc12)c1cc2ccccc2o1,0.9,.,.,.,5.0,1,1.5,.,-46.5
CC(=O)N1c2ccccc2NC(=O)C1(C)C,1,5.9,5.3,2.8,1.4,1.1,1.1,-7.3,-7.4
COc1ccc(C(O)c2nccn2C)cc1 (stereo unspecified),0.7,-4.3,7.1,0.9,26.7,1,1,-3.9,4.4
CS(=O)(=O)N(Cc1ccc(C(=O)NCCSCc2ccco2)cc1)c1ccccc1,0.4,15.6,4.2,-1.3,55.2*,0.8,0.2,2.3,84.9*
O=C(CCCN1CCOCC1)c1ccc2c(c1)OCCO2,0.9,8.4,3.8,4.6,12.4,1.1,1,-5.6,4.8
CCCCC(=O)Nc1ccc2c(c1)C(=O)NC2=O,1.1,-15.5,4.9,-0.8,-10.8,0.9,0.9,-20.7,14.0
CC(=O)OCCc1c(C)nc2nc[nH]n2c1=O,1,-4.5,8.2,2.6,-2.6,0.7,1,-9.9,-2.6
Clc1ccc2c(c1)C(N1CCNCC1)Cc1ccccc1S2 (stereo unspecified),.,-11.2,4.4,-7.9,.,.,.,-5.1,.

# The list continues.
SMILES,CYP2C19 activ,Plk1 PBD FP,Rev-RRE block,EphB4 ephrin blk,CYP2C19 inhib,PLAP act,CYP2C9 act,PLK1 inh,CYP2C9 inh
CC(C)Nc1nc(NC(C)C)nc(N(C)C#N)n1,1,25.2,1.1,-5.0,0.1,0.9,0.9,-0.2,12.1
CCOC(=O)CSc1nnc(-c2ccc(Cl)cc2Cl)o1,0.8,11.4,1.6,-3.8,24.5,0.9,1.2,-2.4,-20.7
O=C(NC1CCCC1)c1cccnc1N1CCCCCC1,0.9,-1.5,4.2,0.4,7.5,1,1.1,9.3,-9.2
O=C(CC(Nc1ccc(F)cc1)C(=O)O)c1ccccc1 (stereo unspecified),0.9,-31.4,3.2,-5.0,5.0,0.8,1,-4.0,-0.6
O=C1c2ccccc2NC(c2ccc3c(c2)OCO3)N1O (stereo unspecified),0.8,1.4,4.7,-3.0,16.6,0.8,0.8,0.6,16.3
CC1(c2ccccn2)Nc2ccccc2-c2nc3ccccc3n21 (stereo unspecified),0.3,9.5,-1.6,4.4,68.9*,0.9,0.5,-2.5,52.0*
O/N=C1\CCC\C1=C/c1ccco1,0.8,-12.4,5.0,-4.6,18.9,0.9,0.7,-10.8,29.9
COC(=O)c1c(NC(=O)c2cccs2)sc2c1CCCC2,0.7,-40.4,3.4,-4.5,29.6,1.4,0.4,-9.4,58.4*

# Complete entries, looked up by structure.
# O=C1c2ccccc2NC(c2ccc3c(c2)OCO3)N1O (stereo unspecified) is entered as CYP2C19 activ: 0.8; Plk1 PBD FP: 1.4; Rev-RRE block: 4.7; EphB4 ephrin blk: -3.0; CYP2C19 inhib: 16.6; PLAP act: 0.8; CYP2C9 act: 0.8; PLK1 inh: 0.6; CYP2C9 inh: 16.3
# CC(C)Nc1nc(NC(C)C)nc(N(C)C#N)n1 is entered as CYP2C19 activ: 1; Plk1 PBD FP: 25.2; Rev-RRE block: 1.1; EphB4 ephrin blk: -5.0; CYP2C19 inhib: 0.1; PLAP act: 0.9; CYP2C9 act: 0.9; PLK1 inh: -0.2; CYP2C9 inh: 12.1

# Screening results: PubChem, several laboratories
